# Shiga toxin inh: Shiga toxin inhibition; Vero cells, Shiga toxin protein synthesis inhibition reporter; AID 2315; 290,000 tested, 9.2% active; inhibition, % at 38.7 µM; in the data active = inhibition mostly above about 28%, no sharp cut-off; inactive = mostly below about 43%; note: 0% is about no effect
# Pf growth 96h: inhibits malaria parasite growth, 96 h | P. falciparum luciferase reporter growth, 96 h | Potency, µM (top dose mostly 28.7 µM), for inactives: top-dose activity change, negative = inhibition, most hits filed as inhibitors | 320,000 tested, 6.9% active | AID 504834; note: potency is the fitted concentration of half-maximal effect; % is set by controls: 0 for no effect and ±100 for the full control effect
#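 Readout is luminescence from an integrated firefly luciferase in P. falciparum. Red cells, 2% hematocrit and 0.05% parasitemia final, were cultured with compound through two parasite generations (96 hours) at 37 C, 5% CO2.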
# Pf growth 48h: inhibits P. falciparum growth in the first generation, 48 h | P. falciparum luciferase growth in erythrocytes, 48 h | Potency, µM (titrated, usually from 28.7 µM), for the others: at the highest dose activity change, negative = inhibition, actives largely listed as inhibitors | 310,000 tested, 5.9% active | AID 504832; note: potency is the fitted concentration of half-maximal effect; % is set by controls: 0 for no effect and ±100 for the full control effect
#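 Compounds are pin-transferred into medium, infected erythrocytes (2% hematocrit, 0.1% parasitemia final) are added, and plates sit one parasite generation at 37 C in 5% CO2. Detection reagent is then added and luminescence measured.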
# AmpC inh no detg: inhibitors of E. coli AmpC beta-lactamase without detergent; P00811; AmpC nitrocefin hydrolysis, absorbance 480 nm, 0.0001% Triton; Potency, µM (series often up to 57.1 µM), inactives show top-dose activity change, negative = inhibition, actives largely listed as inhibitors; 330,000 tested, 0.52% active;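 note: potency is the fitted concentration of half-maximal effect; plate controls were no compound for no effect and no enzyme for full effect; nearly all actives have a fitted effect of over 20% in size; some results filed as inactive show a strong effect at the top dose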
# Target sequence (P00811 whole entry, looked up): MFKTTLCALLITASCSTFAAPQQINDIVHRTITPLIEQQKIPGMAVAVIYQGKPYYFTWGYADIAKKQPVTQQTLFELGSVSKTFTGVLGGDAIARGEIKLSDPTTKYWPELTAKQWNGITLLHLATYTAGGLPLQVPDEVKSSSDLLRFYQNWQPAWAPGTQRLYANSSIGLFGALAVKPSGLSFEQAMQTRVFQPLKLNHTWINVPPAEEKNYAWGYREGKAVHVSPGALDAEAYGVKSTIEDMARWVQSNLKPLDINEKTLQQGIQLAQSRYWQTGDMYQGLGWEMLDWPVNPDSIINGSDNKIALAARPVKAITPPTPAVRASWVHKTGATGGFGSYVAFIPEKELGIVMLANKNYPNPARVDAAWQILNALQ
#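 AmpC (5.3 nM in the dispensed reagent) in 20 mM phosphate pH 7.0 with 0.01% (detergent screen) or 0.0001% Triton X-100 was preincubated with compounds for 15 min at room temperature. Nitrocefin was then added from an 800 uM solution, and hydrolysis was followed at 480 nm.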
# CHX counter: affects cycloheximide protein synthesis inhibition readout, counter-screen; cell reporter, cycloheximide protein synthesis inhibition counterscreen; 300,000 tested, 12% active; max response, %; AID 2314; in the data active = max response mostly above about 13%, no sharp cut-off; inactive = mostly below about 14%; note: read at 38.3 µM for the half of the compounds with a filed dose; 0% is about no effect
# LmPK inhibitor: inhibitors of Leishmania mexicana pyruvate kinase; Q27686; purified LmPK, Kinase-Glo ATP luminescence, 1 h; Potency, µM (top dose mostly 57.5 µM), for the others: at the highest dose activity change, negative = inhibition, hits mostly inhibitors; 290,000 tested, 0.37% active; AID 1721; note: potency is the fitted concentration of half-maximal effect; % is set by controls: 0 for no effect and ±100 for the full control effect
# Target sequence (Q27686 whole entry, looked up): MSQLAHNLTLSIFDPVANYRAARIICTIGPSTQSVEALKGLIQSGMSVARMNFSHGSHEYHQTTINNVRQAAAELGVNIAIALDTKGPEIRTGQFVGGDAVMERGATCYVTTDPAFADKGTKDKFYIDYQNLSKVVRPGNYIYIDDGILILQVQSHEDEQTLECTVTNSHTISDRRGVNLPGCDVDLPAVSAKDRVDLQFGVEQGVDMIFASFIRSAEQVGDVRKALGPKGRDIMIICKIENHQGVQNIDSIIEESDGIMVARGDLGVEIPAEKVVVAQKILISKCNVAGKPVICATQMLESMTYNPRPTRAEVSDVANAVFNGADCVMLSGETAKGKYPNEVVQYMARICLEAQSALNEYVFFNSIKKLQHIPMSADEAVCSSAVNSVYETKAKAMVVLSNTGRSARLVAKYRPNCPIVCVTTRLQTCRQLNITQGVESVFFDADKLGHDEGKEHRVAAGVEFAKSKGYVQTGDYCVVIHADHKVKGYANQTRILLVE
#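 Screened at intermediate enzyme activity to detect both inhibitors and activators: LmPK at 0.1 nM, with a 0.5 nM enzyme column as activation reference. PEP 0.5 mM, ADP 0.1 mM; ATP detected by luminescence after 1 h.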
# TbPYK inhibitor: inhibitors of Trypanosoma brucei pyruvate kinase | Q57TT1 | TbPYK enzyme, Kinase-Glo Plus ATP luminescence, 45 min | Potency, µM (top dose mostly 76.8 µM), without a hit: at the top dose activity, negative = inhibition, hits mostly inhibitors | 410,000 tested, 0.12% active | AID 624173; note: potency is the fitted concentration of half-maximal effect; % is set by controls: 0 for no effect and ±100 for the full control effect; nearly all actives have a fitted effect of over 50% in size
#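 Quantitative HTS: titrated library compounds versus trypanosomal pyruvate kinase in TEA buffer (pH 7.2) containing KCl, MgCl2, BSA and Tween-20. Reactions were initiated with ADP, 130 uM final. Kinase-Glo Plus luminescence was read after 45 min at RT.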
# Starred values were filed as active, the others as inactive; ? = inconclusive; . = not tested or not shown; & = joins results of further samples; [ ] = remark or other dose. Unless noted, calls come from the whole dose curve; as a rule, active = well fitted curve in the direction sought with a large enough effect; inconclusive = small, poorly fitted or top-dose-only effect, or another doubt; inactive = no such curve, though single readings can be large; an effect the other way counts as inactive or inconclusive.
SMILES,Shiga toxin inh,Pf growth 96h,Pf growth 48h,AmpC inh no detg,CHX counter,LmPK inhibitor,TbPYK inhibitor
COC(=O)c1ccc(CNC(=O)CSc2nnc(COc3ccccc3)n2C)o1,-16,17%,-15%,-3%,1,-1%,-10%
Cc1c(CC(=O)O)c(=O)oc2cc(OCc3ccc(F)cc3F)ccc12,10,35%[activator],.,-17%,5,0%,-6%
CC1=NNC(=O)C1CC(=O)N/N=C/C(C)=C/c1ccccc1 (stereo not drawn),12,-36%[5.75 µM],20%,-17%,2,1%,-6%
Cc1cccc(C)c1OCCN1C(=O)NC(C)(c2ccccc2)C1=O (stereo not drawn),-6,?,-6%,5%,6,10%,-20%
O=C(NC(=S)NCc1cccnc1)c1ccccc1[N+](=O)[O-],-31,31%[activator],18%,-13%,-3,4%,-4%
Cc1ccc(-n2ncc3c(NCc4ccccn4)ncnc32)c(C)c1,11,?,?,0%,10,-5%,4%
CN1C(=O)C(C)(C)c2cc(S(=O)(=O)NCCc3ccc(Cl)cc3)ccc21,-3,17%,-1%,-1%,-3,1%,-2%
C1=C(CCNc2ncnc3c2[nH]c2ccccc23)CCCC1,116*,0.26µM*,?,-30%,26*,-2%,-14%
CCOc1cc2nc(-c3ccc(OC)c(OC)c3)nc(NCCCN3CCOCC3)c2cc1OC,-13,0.074µM*,.,155%[activator],-5,9%,-3%
COc1ccccc1/C=C/C=N/NC(=O)c1ccc(=O)n(C)c1,3,-10%,4%,-21%,-1,-7%,-12%
N#CCC(=O)Nc1ccc(C(=O)OCC(=O)NC(=O)Cc2ccccc2)cc1,.,23%,32%[activator],-25%,.,.,-6%
Cc1cc(C)c2nc(C)cc(Nc3ccc(C(=O)N(C)C)cc3)c2c1,-15,4%,?,-6%,-3,-1%,1%
CCCCNC(=O)CN1CCN(Cc2ccc3cc(OC)ccc3c2)CC1,5,-4%,.,133%[activator],-2,-5%,-12%
O=C(Nc1ccccc1)/C(=C/c1ccc(O)cc1)NC(=O)c1ccco1,-11,18%,-6%,-18%,-5,0%,0%
O=C(NCCCNC(=O)c1ccco1)c1ccc(Cl)cc1,86*,0%,52%[activator],-3%,32*,-1%,-1%
CC(=O)Oc1ccc2ccccc2c1C(NC(=O)Cc1ccccc1)c1ccccc1 (stereo not drawn),1,?,4.1µM*,-1%,8,3%,-1%
Cc1ccc(C(=O)N[C@H](C(=O)Nc2ccc(N3CCOCC3)cc2)C(C)C)cc1,.,-1%,?,-8%,.,.,-9%
CC(C)CN1CCC(=O)N([C@H](CO)c2ccccc2)CC1,-3,30%[activator],24%,-8%,1,-4%,-2%
COc1ccc(NC(=O)NS(=O)(=O)c2ccc(C)cc2)cn1,18,41%,-3%,-2%,6,5%,0%
O=C(NC(=S)Nc1cccc(NC(=S)NC(=O)c2ccco2)n1)c1ccco1,-1,1.3µM*,-10%,-21%,9,2%,4%
CN(C)/C=C/C(=O)c1cnc(-c2ccccc2Cl)s1,87*,121%[activator],247%[activator],-28%,45*,-1%,-2%
Cc1ccc(S(=O)(=O)N2CCC(C)CC2)cc1C(=O)NCc1ccccn1,5,6%,7%,-1%,5,-3%,-2%
CC(Oc1cccc(Cl)c1)C(=O)Nc1nc(-c2ccccn2)cs1 (stereo not drawn),.,2.6µM*,2.6µM*,-40%,.,.,-5%
CC1CN(S(=O)(=O)c2ccc(C(=O)O)cc2)CC(C)O1 (stereo not drawn),-8,9%,4%,-1%,1,0%,-7%
C=CCOc1ccccc1/C=N/O,-2,24%,12%,-21%,-3,2%,1%
Cc1nc(C)c(/C(O)=C/c2nc3ccc([N+](=O)[O-])cc3oc2=O)o1,16,?,74%[activator],-19%,12,-3%,.
Nn1c(SCC(=O)N2CCOCC2)nnc1C1CC1,-17,9%,1%,-25%,-2,0%,4%
CC(=O)c1ccccc1OC(=O)COc1ccc(Cl)cc1C,-1,-19%,31%[activator],-6%[2.29 µM],-2,-3%,-14%
COc1ccc(-c2nn(CCC#N)cc2C(=O)NCc2ccccc2)cc1,-7,-5%,29%,4%,-4,-1%,3%
Cc1nccn1-c1cc(C(C)(C)C)nc2c(-c3ccccc3)cnn12,15,-12%,18%,-5%,8,1%,3%
COc1ccc(OC)c(NC(=O)C2CCN(c3cc(-c4ccccc4)nc4ncnn34)CC2)c1,-19,-22%[5.75 µM],.,-14%,4,3%,0%
Cc1ccc(C(=O)N(CN2CCCC2=O)c2ccc(F)cc2)cc1,19,-6%,.,22%,11*,1%,2%
CCOC(=O)c1nc2sc3c(c2c(=O)[nH]1)CCCC3,-5&7,4%&8%,11%&25%,-11%&-13%,1&-2,-1%&3%,5%
O=C(O)COc1ccccc1/C=C1\C(=O)NC(=O)N(CCC2=CCCCC2)C1=O,-4,-10%,8%,-36%,0,1%,-10%
COc1ccc(C)cc1NC(=S)NC12CN3CN(CN(C3)C1)C2,-3,-7%,9%,-3%,6,-2%,.
COc1ccccc1/C=C/C=N/NC(=O)CCn1nnc2ccccc21,-8,8%,15%,-9%,0,4%,3%
COCCN1CN(S(=O)(=O)c2ccc(Cl)cc2)c2nc3ccccc3nc21,-11,?,?,84%[activator],-3,2%,1%
Cc1cc(C)c(S(=O)(=O)N2CCN(C(=O)c3cccs3)CC2)c(C)c1,18,-7%,-9%,0%,3,0%,-12%
CSc1nnc(CNC(=O)c2ccccc2)n1-c1cccc(C)c1,-7,-6%,-6%,-5%,5,1%,3%
CCC(=O)Oc1ccc2c(C)cc(=O)oc2c1C(=O)c1ccccc1,-9,28%,-15%,-28%,-4,-1%,1%

# Compound profiles (already shown):
# Profile of C=CCOc1ccccc1/C=N/O → Shiga toxin inh = -2; Pf growth 96h = 24%; Pf growth 48h = 12%; AmpC inh no detg = -21%; CHX counter = -3; LmPK inhibitor = 2%; TbPYK inhibitor = 1%
# Profile of COc1ccccc1/C=C/C=N/NC(=O)CCn1nnc2ccccc21 → Shiga toxin inh = -8; Pf growth 96h = 8%; Pf growth 48h = 15%; AmpC inh no detg = -9%; CHX counter = 0; LmPK inhibitor = 4%; TbPYK inhibitor = 3%

# Next records.
SMILES,Shiga toxin inh,Pf growth 96h,Pf growth 48h,AmpC inh no detg,CHX counter,LmPK inhibitor,TbPYK inhibitor
Cc1ccc(-n2ncc3c(NNC(=O)c4ccco4)ncnc32)cc1C,56*,?,?,-11%,25*,-5%,-5%
COc1ccccc1C(=O)NC(=O)COC(=O)c1ccc([N+](=O)[O-])cc1Cl,.,97%[activator],5%,-30%,.,.,2%
COc1ccc(C)cc1S(=O)(=O)N(CC(N)=O)Cc1ccccc1,-17,15%,-13%,1%,-1,0%,-6%
Cc1cc(NC(=O)CCC(=O)NNC(=O)c2ccc(C(C)(C)C)cc2)no1,80*,-16%,162%[activator],-17%,36*,-4%,-8%
CCOC(=O)N1CCN(C(=O)Cn2nc(C)n3nc(-c4ccccc4)cc3c2=O)CC1,1,1%,30%[activator],70%[activator],-4,-1%,3%
COc1cccc(CN2CCNC(=O)C2CC(=O)N(C)CC2CCOCC2)c1OC (stereo not drawn),8,?,7%,15%,-1,0%,-2%
COc1cccc(OCCNC(=O)c2cc(OC)c(OC)c(OC)c2)c1,-4,10%,-4%,2%,-2,2%,0%
O=C(Nc1ccc(Cl)cc1C(=O)N1CCOCC1)c1ccco1,-6,?,17%,?,-3,-2%,-19%
COc1ccc(-c2cc(C(=O)OCC(=O)NC3CC3)c3ccccc3n2)cc1,.,41%[activator],10%,44%,.,.,-2%
COC(=O)C1=C(C)N(Cc2ccccc2)C(=S)N[C@H]1c1ccccc1,15&-7,?,?,-46%&-40%,-3&-2,-4%&-2%,-1%
Cc1cc(Cl)ccc1NC(=O)CN(C)C1=NS(=O)(=O)c2ccccc21,.,-15%,-24%,-23%,.,.,-2%
Cc1nc(Cl)c(C(=O)NCc2ccccc2)c(C)c1Cl,-9,27%,2%,-5%,-6,-3%,5%
S=C(NCCc1ccccc1)Nc1ccccn1,92*,?,50%[activator],-45%,39*,-1%,?
CCCOP(=O)(c1ccc(N(C)C)cc1)C(O)c1ccc(Cl)cc1 (stereo not drawn),2,-16%,?,105%[activator],-2,-5%,2%
COc1ccccc1N1CCN(C(=O)CSc2nc3ncnc(N)c3[nH]2)CC1,-17,?,3%,-41%,-2,-11%,1%
Cc1ccc(S(=O)(=O)N2CCCC(C(=O)NCCc3ccccc3)C2)cc1 (stereo not drawn),-1,?,-25%,0%,-2,-1%,0%
CN(c1cccc(NC(=O)CN(c2cccc(F)c2)S(C)(=O)=O)c1)S(C)(=O)=O,-3,-1%[5.75 µM],6%,-2%,-1,0%,3%
C/C(=N\NC(=O)c1nnn(-c2nonc2N)c1CSc1ccc(Cl)cc1)c1cccnc1,-10,48%[activator],?,23%,0,4%,2%
Cc1ccc2c(c1)N(C(=O)CCC(=O)NCc1cccc(F)c1)CCO2,12,-21%,15%,1%,-1,0%,0%
Cc1cc(C(=O)O)ccc1-n1c(C)cc(/C=C(/C#N)C(=O)Nc2ccccc2)c1C,14,0%,?,-17%,-2,0%,4%
COC(=O)Nc1ccc(Cn2cc(C(F)(F)F)ccc2=O)cc1,-9,?,-3%,11%,-1,3%,6%
COc1ccc(C(=O)OCC(=O)c2c[nH]c3ccccc23)cc1OC,.,4.7µM*,15µM*,-13%,.,.,1%
COc1ccc(OCc2cc(C(=O)N3C[C@@H](C)O[C@@H](C)C3)no2)c(Cl)c1,94*,11%,10%,51%,40*,0%,-3%
COC(=O)c1ccc(C23CC4(C2)[C@H](CN(Cc2cccnc2)[C@@H]4c2ccccc2)C3c2ccc(C(F)(F)F)cc2)cc1 (stereo partly drawn),1,3.3µM*,2.9µM*,5%,-1,4%,-3%
CC1C(=O)C(C)(C)C(=O)OC1c1ccccc1 (stereo not drawn),-4,59%[activator],35%[activator],-12%,0,3%,-3%
Cc1nc2sccn2c(=O)c1S(=O)(=O)Nc1cccc(Cl)c1C,-1,?,-2%,-16%,-3,1%,1%&1%
CCCCN1C(=O)CC(C(=O)OCC)=C1C,-5,?,?,1%,-2,-5%,5%
CCOCCCNC(=O)c1ccc(CS(=O)(=O)c2cccc(C(F)(F)F)c2)o1,21,-16%,18%,17%,-3,3%,8%
O=C(O)c1cccc2c1C(=O)N(Cc1ccncc1)C2,-14,?,11%,1%,-7,1%,-7%
CCOc1ccc(CCNC(=O)COC(=O)/C=C/c2ccc(C)o2)cc1OCC,-1,5.2µM*,13µM*,77%[activator],11,-1%,-11%
COc1ccccc1C(=O)NCc1n[nH]c(=S)n1Cc1ccccc1,2,?,16%,-19%,6,-10%,?
COC(=O)COc1cc(Br)c(/C=C2/SC(=O)N(CC(=O)N3CCCC3)C2=O)cc1OC,-7,?,?,11%,-2,-2%,1%

# Looked up one by one from above, two records:
SMILES,Shiga toxin inh,Pf growth 96h,Pf growth 48h,AmpC inh no detg,CHX counter,LmPK inhibitor,TbPYK inhibitor
CCOCCCNC(=O)c1ccc(CS(=O)(=O)c2cccc(C(F)(F)F)c2)o1,21,-16%,18%,17%,-3,3%,8%
COc1ccc(C(=O)OCC(=O)c2c[nH]c3ccccc23)cc1OC,.,4.7µM*,15µM*,-13%,.,.,1%

# Hits appear at their usual frequency; about 22% have a hit in one of these screens.
